PME-1 inh = blocks human protein phosphatase methylesterase 1; Q9Y570; recombinant PME-1, FP-Rh probe fluorescence polarization; inhibition, % at 5.9 µM; 0.53% of 320,000 active;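 active = inhibition above the campaign mean of all compounds plus 3 SD, cut at about 26% in these data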;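 note: competitive labeling of PME-1 active site by serine hydrolase directed probe; 0% = PME-1 with DMSO and 100% = wells lacking PME-1 enzyme; inhibitors block probe labeling so polarization falls and inhibition rises; many of its hits are not listed in these tables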
Target sequence (Q9Y570 whole entry, looked up): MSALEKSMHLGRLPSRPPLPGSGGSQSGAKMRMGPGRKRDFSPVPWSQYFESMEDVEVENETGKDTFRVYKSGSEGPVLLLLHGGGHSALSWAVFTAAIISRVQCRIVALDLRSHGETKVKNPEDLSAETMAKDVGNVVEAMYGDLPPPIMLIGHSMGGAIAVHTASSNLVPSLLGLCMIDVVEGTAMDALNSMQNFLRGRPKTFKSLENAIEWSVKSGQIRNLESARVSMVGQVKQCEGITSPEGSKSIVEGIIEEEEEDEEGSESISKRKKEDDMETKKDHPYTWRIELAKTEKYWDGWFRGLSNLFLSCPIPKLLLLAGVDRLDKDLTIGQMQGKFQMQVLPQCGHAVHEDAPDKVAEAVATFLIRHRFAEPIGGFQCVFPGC
LYPLA1 counter = LYPLA1 (human) inhibition in PME1 counter-screen; recombinant LYPLA1, FP-Rh probe fluorescence polarization; 0.16% of 320,000 active; O75608; inhibition, % at 5.9 µM;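 active = inhibition above the mean of all tested compounds plus 3 SD, set per campaign, cut at about 14% in these data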;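 note: inhibitors block serine hydrolase probe labeling of LYPLA1 so polarization falls; 0% = enzyme with DMSO and 100% = wells lacking LYPLA1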
PAFAH1B3 FP inh = blocks human PAF acetylhydrolase 1B catalytic subunit 3; Q15102; recombinant PAFAH1B3, FP-rhodamine probe, fluorescence polarization; inhibition, % at 3.39 µM; 0.28% of 340,000 active;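 active = inhibition above the screen-wide average of all tested compounds plus 3 SD, cut at about 25% in these data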;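 note: 0% = enzyme with DMSO only and 100% = wells lacking PAFAH1B3 protein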
PAD4 inh = inhibitors of human PAD4; recombinant PAD4, RCA probe fluorescence polarization; inhibition, % at 6.36 µM; 0.41% of 330,000 active; AID 485272;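 active = percent inhibition above a cutoff equal to the mean of all tested compounds plus 3 SD, cut at about 15% in these data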;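 note: 0% = PAD4 with RCA probe and DMSO and 100% = probe without PAD4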
GSTO1 counter = blocks human GSTO1 in RBBP9 counter-screen | recombinant GSTO1, activity-based probe fluorescence polarization | inhibition, % at 5.96 µM | 1.1% of 300,000 active;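 active = inhibition above the campaign mean inhibition plus 3 SD, cut at about 35% in these data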;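 note: 0% = GSTO1-1 with DMSO and 100% = wells lacking GSTO1-1 enzyme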
Target sequence (P78417 whole entry, looked up): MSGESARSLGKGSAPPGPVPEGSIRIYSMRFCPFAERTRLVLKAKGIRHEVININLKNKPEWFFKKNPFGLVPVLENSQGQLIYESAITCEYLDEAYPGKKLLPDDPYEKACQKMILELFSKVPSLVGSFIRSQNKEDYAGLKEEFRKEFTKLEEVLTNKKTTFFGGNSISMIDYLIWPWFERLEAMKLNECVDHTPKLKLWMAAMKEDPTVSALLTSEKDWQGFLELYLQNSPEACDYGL
pPAFAH FP inh = inhibitors of human plasma PAF acetylhydrolase (pPAFAH); Q13093; recombinant pPAFAH, FP-rhodamine probe fluorescence polarization; inhibition, % at 3.39 µM; 1.5% of 330,000 active;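 active = inhibition above the mean inhibition across the screen plus 3 SD, cut at about 25% in these data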;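 note: inhibitors block binding of the rhodamine activity-based probe so polarization drops; 0% = enzyme with DMSO and 100% = wells lacking pPAFAH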
LYPLA2 counter = LYPLA2 (human) inhibition in PME1 counter-screen; recombinant LYPLA2, FP-Rh probe fluorescence polarization; inhibition, % at 5.9 µM; 0.38% of 320,000 active; AID 2177;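 active = inhibition above the screen-wide mean plus 3 SD, limit set per campaign, cut at about 26% in these data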;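 note: 0% = LYPLA2 with DMSO and 100% = wells lacking LYPLA2 enzyme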
PAFAH1B2 FP inh = blocks human PAF acetylhydrolase 1b catalytic subunit 2; P68402; recombinant PAFAH1B2, FP-rhodamine activity probe, fluorescence polarization; inhibition, % at 3.39 µM; 1.2% of 340,000 active; AID 492953;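 active = inhibition above the mean of all tested compounds plus 3 SD, cut at about 24% in these data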;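 note: 0% = enzyme with DMSO and 100% = wells lacking PAFAH1B2; many of its hits are not listed in these tables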
Target sequence (P68402 whole entry, looked up): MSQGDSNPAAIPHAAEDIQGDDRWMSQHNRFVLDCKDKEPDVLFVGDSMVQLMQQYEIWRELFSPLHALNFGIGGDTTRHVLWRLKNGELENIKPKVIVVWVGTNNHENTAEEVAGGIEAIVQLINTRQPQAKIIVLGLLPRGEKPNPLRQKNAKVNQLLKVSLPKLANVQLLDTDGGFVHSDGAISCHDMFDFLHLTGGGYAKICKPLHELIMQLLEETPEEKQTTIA
PREPL inhibitor = inhibitors of human prolyl oligopeptidase-like enzyme PREPL; Q4J6C6; recombinant PREPL, fluorescence polarization activity-based probe; inhibition, % at 5.96 µM; 0.68% of 320,000 active; AID 2751; in the data active = inhibition above about 43%;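 note: 0% = enzyme with DMSO and 100% = wells lacking enzyme; many of its hits are not listed in these tables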
* = called active by the depositor; nt = not tested or not shown. Some of the compounds tested; rates above refer to the full screens.

SMILES	PME-1 inh	LYPLA1 counter	PAFAH1B3 FP inh	PAD4 inh	GSTO1 counter	pPAFAH FP inh	LYPLA2 counter	PAFAH1B2 FP inh	PREPL inhibitor
O=C1CC(Cc2ccccc2)C(=O)N1c1ncccn1 (configuration not stated)	-1	1	-1	-6	6	4	5	5	-4
Cc1cc2nnc(SCC(=O)Nc3cccc(S(=O)(=O)N4CCOCC4)c3)n2c2ccccc12	-1	1	10	-4	-1	3	-3	4	2
O=C(CCC1CCCN(C(=O)c2cc3ccccc3o2)C1)NCc1ccc(F)c(F)c1 (configuration not stated)	8	1	4	2	12	8	8	4	-35
CC1CCCCN1C(=O)Cn1cnc2c1c(=O)n(C)c(=O)n2C (configuration not stated)	1	3	9	1	1	5	-1	-1	5
CCCNC1CCS(=O)(=O)C1 (configuration not stated)	3	-3	1	0	0	2	9	6	-6
COc1ccc(S(=O)(=O)N2CCOCC2)cc1NC(=O)CC1CCCC1	3	1	1	4	nt	-2	2	1	-1
CC(=O)c1ccc(N2CCN(C(=O)c3ccc4c(c3)OCO4)CC2)cc1	-1	0	1	-4	-2	-2	6	3	15
Cc1cc(NC(=O)CN2C(=O)NC(C)(CC(C)C)C2=O)no1 (configuration not stated)	nt	nt	1	-3	nt	3	nt	0	8
COc1ccc(NC(C)=O)cc1NC(=O)CSc1nnc(-c2ccncc2)n1C	-9	-3	-1	1	5	8	-4	7	-3
Cc1ccccc1CNC(=O)CN(c1ccccc1Cl)S(C)(=O)=O	-7	0	3	-6	2	0	0	3	1
NC(=O)c1ccc(C(F)(F)F)n(Cc2cccc(Cl)c2)c1=O	0	1	10	2	-5	10	3	-2	-6
Cc1n[nH]c(=O)c2c(NC(=O)CSc3nc4ccccc4c(=O)n3CCCOC(C)C)oc(C)c12	-2	-1	3	-1	5	10	2	-3	-2
Cc1cc(C)n(S(=O)(=O)c2cc(Cl)ccc2Cl)n1	6	3	-5	2	-8	0	4	-3	-10
CCC(=O)Nc1cccc(C(=O)OC)c1	2	-2	12	-1	8	2	6	7	1
CCn1c(=N)n(CC(O)COc2cccc(C)c2)c2ccccc21 (configuration not stated)	3	1	2	1	1	-2	4	4	14
Cc1ccc(S(=O)(=O)N2CCOC2CNC(=O)C(=O)NCC(C)C)cc1 (configuration not stated)	-3	0	4	-4	4	1	0	2	7
CCc1nnc(NC(=O)c2cc(-c3ccccn3)nc3ccccc23)s1	4	-1	13	-2	-2	4	3	10	-6
CC(C)Oc1ccc(/C=C(/NC(=O)c2ccccc2)C(=O)NCCC(=O)O)cc1	-1	-2	6	0	2	0	-1	4	-1
CC(OC(=O)c1cc(S(=O)(=O)N(C)c2ccccc2)ccc1Cl)C(=O)Nc1ccc2c(c1)OCCO2 (configuration not stated)	-2	-9	5	-1	-2	2	-19	6	6
CCCCN(CCCC)CCNC(=O)CN1C(=O)CSc2ccc(S(=O)(=O)N3CCOCC3)cc21	5	0	4	1	1	5	5	5	-14
COc1ccc(N(CC(=O)NCc2cccnc2)S(=O)(=O)c2ccccc2)c(OC)c1	-1	-1	7	1	3	-1	1	7	0
O=C(N1CCCC1)C(F)(F)Oc1ccc(F)cc1	-6	0	5	-1	10	-6	-4	1	-7
COc1ccc(-c2c(C#Cc3ccccc3)c3ccccc3n2C)cc1	5	0	2	-1	-4	1	-5	4	0
O=C(CCc1ccccc1)Nc1ccc(F)c([N+](=O)[O-])c1	5	0	5	0	10	5	3	4	10
O=C(COc1ccc(Br)cc1)NCCCNC(=O)c1ccncc1	6	0	9	-6	-2	-1	-6	1	-7

Next section, starting with the last 2 of the part before.
SMILES	PME-1 inh	LYPLA1 counter	PAFAH1B3 FP inh	PAD4 inh	GSTO1 counter	pPAFAH FP inh	LYPLA2 counter	PAFAH1B2 FP inh	PREPL inhibitor
O=C(CCc1ccccc1)Nc1ccc(F)c([N+](=O)[O-])c1	5	0	5	0	10	5	3	4	10
O=C(COc1ccc(Br)cc1)NCCCNC(=O)c1ccncc1	6	0	9	-6	-2	-1	-6	1	-7
CCN1CCN(c2ccc(S(=O)(=O)N3CCOCC3)cc2NC(=O)COc2ccc(F)cc2Cl)CC1	1	4	-1	0	0	-4	3	-4	37
Cc1cccc(C(=O)Nc2ccc(C(=O)N/N=C/c3cccc(C)n3)cc2)c1	3	-4	2	-6	3	-4	-4	-1	3
CC(=O)N1CCn2c3ccc(C)cc3c3cccc1c32	1	6	7	-3	5	13	3	8	4
CCOC(=O)c1cc2c(=O)n3cccc(C)c3nc2n(CCCOC)c1=NC(=O)c1cccnc1	5	-4	5	-2	-5	-1	-4	-3	-5
Cc1noc(C)c1NC(=O)Nc1ccc2c(c1)C(=O)N([C@H](C)CO)C[C@H](C)[C@@H](CN(C)S(=O)(=O)c1cn(C)cn1)O2	nt	nt	8	-5	nt	4	nt	7	10
CC(C)CN(CCNC(=O)CN1N=C(c2ccc(Cl)cc2)CCC1=O)CC(C)C	2	0	10	2	-1	11	0	2	49*
O=C(Nc1ccccc1F)Nc1ccc([N+](=O)[O-])cc1Cl	5	1	-14	2	1	1	3	-6	7
O=C(CN1C(=O)C2C3C=CC(C4CC34)C2C1=O)NCc1ccco1 (configuration not stated)	4	1	1	-6	-7	0	3	0	0
O=C(O)CSc1nc(-c2ccccc2)c(-c2ccccc2)[nH]1	-1	1	3	-8	-10	-4	4	12	-1
Cc1cccc(NC(=O)/C(=C\c2ccco2)NC(=O)c2cccs2)c1	1	-2	8	-9	2	11	-2	-1	0
Cc1nc(-c2ccc(Cl)cc2)sc1C(=O)O	4	-6	3	2	7	-2	-2	4	-1
O=C(NCCCN1CCc2ccccc2C1)Nc1ccc(Cl)cc1	-6	-1	9	-3	6	0	3	3	11
Cc1cccc(OCC(=O)NC(=S)Nc2ccccc2N2CCOCC2)c1	-10	-2	0	-3	-1	1	-2	0	3
CCOC(=O)C(=CNc1ccc(C)cc1C)C(=O)OCC	-3	0	-2	0	4	-2	4	6	13
CCn1c(C(=O)NCc2ccccn2)cc2sccc21	4	1	7	-3	-2	4	2	-4	-1
O=C(Cn1ccc2ccccc2c1=O)NCC(=O)N1CCN(c2ccccc2F)CC1	3	2	1	-1	-2	8	-6	-1	-7
Cc1ccc(C(=O)CN2/C(=C(\O)c3ccccc3)C(=O)c3ccccc3S2(=O)=O)c(C)c1	3	2	4	2	10	9	-5	3	-5
CCN(CC)c1ccc(/C=N/NS(=O)(=O)c2cccc([N+](=O)[O-])c2)cc1	14	-4	0	-3	6	0	5	15	1
Cc1cc(N2CCC(C)CC2)nc(NCc2ccccc2)n1	7	2	4	-2	-1	5	3	1	11
O=C(N/N=C/c1ccc(O)c(O)c1)C1c2ccccc2Oc2ccccc21	0	-3	7	2	35*	17	-9	2	17
Cc1cc(=O)n2nc(N3CCCC(C(=O)NC(C)c4ccccc4)C3)sc2n1 (configuration not stated)	-2	1	0	-7	5	4	1	1	-5
CC1CCN(c2ccccc2NC(=O)c2ccc([N+](=O)[O-])o2)CC1	1	0	-1	-3	5	1	-4	12	9
CN(C)CCCN(Cc1ccccc1)C(=S)Nc1ccc(OC(F)F)cc1	8	0	-6	0	-1	3	7	2	-7
O=C(NCc1ccc(F)cc1Cl)C1CC(=O)N(C2CCCCCCC2)C1 (configuration not stated)	-7	-1	6	-3	-9	2	-4	8	-4
CC(=O)c1ccc(NC(=O)c2cc3ccccc3o2)cc1	-13	-2	4	1	3	-5	-2	3	2

3 compounds from above, arranged by length of the SMILES, lowest first:
SMILES	PME-1 inh	LYPLA1 counter	PAFAH1B3 FP inh	PAD4 inh	GSTO1 counter	pPAFAH FP inh	LYPLA2 counter	PAFAH1B2 FP inh	PREPL inhibitor
CCOC(=O)C(=CNc1ccc(C)cc1C)C(=O)OCC	-3	0	-2	0	4	-2	4	6	13
CC(=O)c1ccc(NC(=O)c2cc3ccccc3o2)cc1	-13	-2	4	1	3	-5	-2	3	2
CN(C)CCCN(Cc1ccccc1)C(=S)Nc1ccc(OC(F)F)cc1	8	0	-6	0	-1	3	7	2	-7

Remaining list, next part
SMILES	PME-1 inh	LYPLA1 counter	PAFAH1B3 FP inh	PAD4 inh	GSTO1 counter	pPAFAH FP inh	LYPLA2 counter	PAFAH1B2 FP inh	PREPL inhibitor
N#Cc1ccccc1S(=O)(=O)N1CCN(c2cnccn2)CC1	-5	-4	1	0	2	-7	3	4	11
NNS(=O)(=O)c1ccc(N2CCCC2=O)c([N+](=O)[O-])c1	-3	2	12	0	-3	-3	1	0	-2
O=C(C1CCCN(S(=O)(=O)c2ccccc2)C1)N1CCCCCC1 (configuration not stated)	-2	1	2	3	-1	2	0	4	-9
COc1cc(C#Cc2c(C=O)n(C)c3ccccc23)cc(OC)c1	-3	-4	-11	-1	nt	1	-3	-2	-3
CC1(C)C2CC=C(/C=N/n3cnnc3)C1C2 (configuration not stated)	-1	2	2	-6	-4	7	4	-3	4
CC(Nc1nc(-c2ccc(Cl)cc2)cs1)c1nc2cc(Cl)c(N3CCCCC3)cc2n1CCOCCO (configuration not stated)	8	-3	10	4	3	10	4	1	42
O=S(=O)(c1ccc(-c2nnc(SCc3ccccc3)o2)cc1)N1CCCC1	6	2	0	-3	2	7	10	5	-1
COCCNC(=O)CN(C(=O)CCC(=O)Nc1ccccn1)c1ccc(F)cc1	-3	4	-1	-2	-3	8	0	4	9
CC(=O)c1ccc(N2CCN(C(=O)C3CCN(S(=O)(=O)c4ccc5c(c4)CC(C)N5C(=O)C4CC4)CC3)CC2)cc1 (configuration not stated)	2	4	6	-1	-3	7	75*	3	-1
OC(c1nc2ccccc2[nH]1)C(O)C(O)C(O)c1nc2ccccc2[nH]1 (configuration not stated)	7	0	nt	0	6	0	2	nt	-3

6 successive entries out of the list so far, quoted:
SMILES	PME-1 inh	LYPLA1 counter	PAFAH1B3 FP inh	PAD4 inh	GSTO1 counter	pPAFAH FP inh	LYPLA2 counter	PAFAH1B2 FP inh	PREPL inhibitor
CC1(C)C2CC=C(/C=N/n3cnnc3)C1C2 (configuration not stated)	-1	2	2	-6	-4	7	4	-3	4
CC(Nc1nc(-c2ccc(Cl)cc2)cs1)c1nc2cc(Cl)c(N3CCCCC3)cc2n1CCOCCO (configuration not stated)	8	-3	10	4	3	10	4	1	42
O=S(=O)(c1ccc(-c2nnc(SCc3ccccc3)o2)cc1)N1CCCC1	6	2	0	-3	2	7	10	5	-1
COCCNC(=O)CN(C(=O)CCC(=O)Nc1ccccn1)c1ccc(F)cc1	-3	4	-1	-2	-3	8	0	4	9
CC(=O)c1ccc(N2CCN(C(=O)C3CCN(S(=O)(=O)c4ccc5c(c4)CC(C)N5C(=O)C4CC4)CC3)CC2)cc1 (configuration not stated)	2	4	6	-1	-3	7	75*	3	-1
OC(c1nc2ccccc2[nH]1)C(O)C(O)C(O)c1nc2ccccc2[nH]1 (configuration not stated)	7	0	nt	0	6	0	2	nt	-3

Two compounds drawn at random from the list so far:
SMILES	PME-1 inh	LYPLA1 counter	PAFAH1B3 FP inh	PAD4 inh	GSTO1 counter	pPAFAH FP inh	LYPLA2 counter	PAFAH1B2 FP inh	PREPL inhibitor
CC(Nc1nc(-c2ccc(Cl)cc2)cs1)c1nc2cc(Cl)c(N3CCCCC3)cc2n1CCOCCO (configuration not stated)	8	-3	10	4	3	10	4	1	42
COc1cc(C#Cc2c(C=O)n(C)c3ccccc23)cc(OC)c1	-3	-4	-11	-1	nt	1	-3	-2	-3
